AMA1-RON2 inh – inhibitors of Plasmodium falciparum AMA1-RON2 interaction. 360,000 compounds, 0.2% hits. Potency, µM (doses to about 58.2 µM), for the others: top-dose activity change, negative = inhibition, actives largely listed as inhibitors. AlphaScreen AMA1-biotinylated RON2 peptide binding;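 also: potency is read from the fitted curve at half-maximal effect; 0% = vehicle wells and -100% = peptide control; nearly all actives have a fitted effect of over 45% in size; some results filed as inactive show a strong effect at the top dose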
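AMA1 (3D7) with his tag at 25 nM final met compounds first, then biotinylated RON2 peptide at 25 nM; detection used donor plus acceptor beads, 10 µg/mL apiece, read by AlphaScreen after 30 min at room temperature.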
Sm TGR inh – blocks Schistosoma mansoni thioredoxin glutathione reductase | Potency, µM (titrated, usually from 114 µM), for the others: top-dose activity change, negative = inhibition, usual class: inhibitors | 360,000 compounds, 3% hits | AID 485364 | purified TGR, DTNB reduction, TNB absorbance 405 nm | Q962Y6; also: potency is read from the fitted curve at half-maximal effect; nearly all actives have a fitted effect of over 60% in size
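First, TGR (20 nM dispensed) and NADPH were mixed with compound. Second, a 15 min room-temperature incubation followed. Third, further NADPH and then DTNB were added to start the reaction. Finally, TNB absorbance was monitored kinetically.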
HCMV antiviral – blocks human cytomegalovirus replication. HFF cells, HCMV-luciferase reporter, 72 h; stronger effect = lower value. activity change, negative = inhibition, % at 57.5 µM. 410,000 compounds, 4.5% hits. AID 1259415; in the data active = activity change below about -60%; inconclusive = no clear call, values can overlap the other calls; inactive = above about -39%
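Cell-based, HFFs, 1000 cells/well, 16 h 37C; cpds in DMSO + HCMV-luc, MOI 1 PFU/cell; 72 h 37C; OneGlo luminescence after 5 min RT; norm. to buffer vs Salinomycin 10uM.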
AmpC inh no detg – blocks E. coli AmpC beta-lactamase in detergent-free assay | AmpC nitrocefin hydrolysis, absorbance 480 nm, 0.0001% Triton | Potency, µM (doses to about 57.1 µM), without a hit: at the highest dose activity change, negative = inhibition, hits mostly inhibitors | 330,000 compounds, 0.52% hits | AID 485341;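 also: potency is read from the fitted curve at half-maximal effect; plate controls were no compound for no effect and no enzyme for full effect; nearly all actives have a fitted effect of over 20% in size; some results filed as inactive show a strong effect at the top dose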
Target sequence (P00811 whole entry, looked up): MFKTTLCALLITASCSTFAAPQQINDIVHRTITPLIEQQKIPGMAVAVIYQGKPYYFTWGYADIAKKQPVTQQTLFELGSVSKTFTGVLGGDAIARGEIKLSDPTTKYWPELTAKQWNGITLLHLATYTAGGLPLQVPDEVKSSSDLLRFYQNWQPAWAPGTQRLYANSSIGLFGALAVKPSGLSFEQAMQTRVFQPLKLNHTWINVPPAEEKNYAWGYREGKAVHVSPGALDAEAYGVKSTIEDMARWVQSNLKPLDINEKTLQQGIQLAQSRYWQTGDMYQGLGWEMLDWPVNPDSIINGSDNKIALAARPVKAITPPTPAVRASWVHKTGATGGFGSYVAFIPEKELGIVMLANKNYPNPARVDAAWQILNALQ
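AmpC (5.3 nM in the dispensed reagent) in 20 mM phosphate pH 7.0 with 0.01% (detergent screen) or 0.0001% Triton X-100 was preincubated with compounds for 15 min at room temperature. Nitrocefin was then added from an 800 uM solution, and hydrolysis was followed at 480 nm.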
AmpC detergent – blocks E. coli AmpC beta-lactamase in detergent assay. P00811. AmpC hydrolysis of nitrocefin, absorbance 480 nm, 0.01% Triton. Potency, µM (titrated, usually from 114 µM), without a hit: at the highest dose activity change, negative = inhibition, hits mostly inhibitors. 370,000 compounds, 0.041% hits. AID 485294;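 also: potency is read from the fitted curve at half-maximal effect; 0% = no-compound wells and -100% = no-enzyme wells; nearly all actives have a fitted effect of over 25% in size; some results filed as inactive show a strong effect at the top dose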
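AmpC (5.3 nM in the dispensed reagent) in 20 mM phosphate pH 7.0 with 0.01% (detergent screen) or 0.0001% Triton X-100 was preincubated with compounds for 15 min at room temperature. Nitrocefin was then added from an 800 uM solution, and hydrolysis was followed at 480 nm.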
Giardia FBPA inh – inhibitors of Giardia lamblia fructose-1,6-bisphosphate aldolase | 290,000 compounds, 0.71% hits | A8B2U2 | purified Giardia FBPA | Potency, µM (highest dose often 59.6 µM), for the others: at the top dose activity, negative = inhibition, most hits filed as inhibitors; also: potency is read from the fitted curve at half-maximal effect; nearly all actives have a fitted effect of over 55% in size
Target sequence (A8B2U2 whole entry, looked up): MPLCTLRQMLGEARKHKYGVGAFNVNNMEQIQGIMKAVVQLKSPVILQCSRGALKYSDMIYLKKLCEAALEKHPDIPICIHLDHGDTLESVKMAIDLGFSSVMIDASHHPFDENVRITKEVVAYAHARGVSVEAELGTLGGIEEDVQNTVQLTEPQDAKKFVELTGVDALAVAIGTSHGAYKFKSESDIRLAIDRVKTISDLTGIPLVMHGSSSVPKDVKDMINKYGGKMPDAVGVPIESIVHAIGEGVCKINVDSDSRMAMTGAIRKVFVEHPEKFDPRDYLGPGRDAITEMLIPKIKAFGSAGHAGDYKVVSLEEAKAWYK
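40 nM FBPA preincubated 10 min at RT with compound (up to 57.5 uM final), then substrate plus GAPDH/TPI/NAD/arsenate coupling and diaphorase/resazurin added. Fluorescence read after 20 min at RT, 525/598 nm.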
An asterisk follows results filed as active; ? = inconclusive; / = no result given; [ ] = another dose, or the depositor's remark. Unless noted, calls follow the shape of the dose curve; as a rule, active = well fitted curve in the direction sought with a large enough effect; inconclusive = small, poorly fitted or top-dose-only effect, or another doubt; inactive = no such curve, though single readings can be large; an effect the other way counts as inactive or inconclusive. Unless noted, % is scaled to controls: 0 for no effect and ±100 for the full control effect. Hits appear at their usual frequency, and some 7.8% of all compounds hit somewhere here.

Order of results: AMA1-RON2 inh, Sm TGR inh, HCMV antiviral, AmpC inh no detg, AmpC detergent, Giardia FBPA inh
C=CCN1C(=O)C(C(C)CC)NC1=S (stereo not drawn)
 : 25%, 6%, -18, -1%, -1%, -1%
O=C(NC1CCCCC1)C(c1ccc(F)cc1)N(Cc1ccco1)C(=O)CN1C(=O)c2ccccc2S1(=O)=O (stereo not drawn)
 : 0%, 0%, -39, -17%, ?, 1%
COc1cc(/C=N/Nc2ccccn2)ccc1OCC(C)C
 : 13%, 0%, -23, -20%, -2%, 1%
CC(C)N(CCNC(=O)c1ccc(OCC2CCCO2)cc1)C(C)C (stereo not drawn)
 : 5%, -3%, -9, -21%, 1%, -5%
CC(NC(=O)c1ccco1)c1nc(-c2ccccc2Cl)no1 (stereo not drawn)
 : -7%, 12%, 15, -18%, 3%, -6%
Cc1cccc(NC(=O)c2cc(S(=O)(=O)N3CCCCCC3)cn2C)c1C
 : /, 4%, 1, /, 2%, /
Cc1cccnc1NC(=O)C12CCC(C)(C(=O)O1)C2(C)C (stereo not drawn)
 : 8%, 0%, 18, -13%, -16%, 7%
C=C(C)Cn1c(=O)c(NC(=O)c2ccccc2)c2n(c1=S)CCC2
 : -40%, 0%, -18, -35%, -14%, 3%
CCOc1ccc(NC(=O)CSc2nnc(CNC(=O)c3c(F)cccc3Cl)o2)cc1
 : /, 9%, -1, /, 12%, /
CCCCN(Cc1ccco1)S(=O)(=O)c1ccc(-c2ccc(=O)[nH]n2)s1
 : 0%, 25µM*, ?, -14%, 1%, /
O=C(c1ccc(Cl)cc1)c1ccccc1C(=O)N1CCOCC1
 : -4%, 3%, 63, -12%, ?, -25%
O=C(NNC(=O)c1nn(-c2ccc(F)cc2)ccc1=O)c1ccc(Cl)cc1
 : 22%, 6%, -8, -1%, 3%, 9%
COc1ccc(CNc2ccc3c(c2)nc(C)n3C)cc1
 : ?, 2%[11.4 µM], -31, -6%, -16%, -20%
CCc1ccc(N(C(=O)c2csnn2)C(C(=O)NC2CCCCC2)c2ccncc2)cc1 (stereo not drawn)
 : 0%, -4%, -4, -1%, 4%, /
C=CCc1cccc(/C=N/NC(=O)C[n+]2ccccc2)c1O
 : 76%[activator], -10%, /, -4%, -9%, -17%
COC(=O)c1ccc(=O)n(CC(=O)c2ccc(Cl)cc2)c1
 : 20%, /, 35, -11%, 2%, 4%
O=C(Cn1ccc([N+](=O)[O-])n1)N1CCCCCC1
 : -2%, -3%, -23, -11%, -1%, 4%
CC1Cc2ccccc2N1C(=O)Cn1nnc(-c2ccccc2NC(=O)C2CCC2)n1 (stereo not drawn)
 : -7%, 6%, -16, -38%, ?, 0%
Cc1cc(NS(=O)(=O)c2ccc(NC(=O)/C=C/c3ccccc3)cc2)nc(C)n1
 : 11%, /, -5, -21%, /, /
CCN(CC(=O)Nc1sc2c(c1C#N)CCCC2)Cc1nc2ccccc2c(=O)[nH]1
 : 106%[activator], -1%, 2, 37%, 1%, -18%
Cc1ccc(N2CC(C(=O)Nc3cc(C)on3)CC2=O)c(C)c1 (stereo not drawn)
 : 7%, -12%, -21, -1%, -9%, 0%
CC[C@H](C)[C@@H](C(=O)N1CCNCC1)n1cc([C@@H](N)CO)nn1
 : 18%, -5%, 6, -13%, -6%, -2%
Cc1ccccc1-n1c(=O)cc(N2CC(C)OC(C)C2)[nH]c1=O (stereo not drawn)
 : -4%, -24%, 5, -6%, -1%, -1%
Cc1nnc(SCc2ccccc2CSc2nnc(C)s2)s1
 : -4%, 0%, 8, 5%, -5%, -4%
CC(C)(C)c1ccc(C(=O)N2CCC(NC(=O)c3ccccc3)CC2)cc1
 : -2%, -4%, ?, 80%[activator], -9%, -1%
COc1ccc(/C=N/NC(=O)c2ccccc2O)cc1COc1ccccn1
 : 128%[activator], 2%, 17, -35%, -2%, 10%
CCN1CCN(CCNC(=O)c2ccc(CS(=O)c3ccc(Cl)cc3)o2)CC1 (stereo not drawn)
 : -3%, -1%, -39, 0%, -2%, 24%
O=C(c1ccccc1)N1CCc2ccccc21
 : -3%, 15%, 6, -12%, 5%, -8%
C=CC[C@@H](CC(=O)N[C@@H](CO)Cc1ccccc1)C(=O)N[C@@H](COC(=O)[C@@H](CC=C)Cc1ccc(F)cc1)Cc1ccccc1
 : -4%, /, -28, 15%, /, /
Cc1ccc(Oc2ccccc2NC(=O)C2=COCCO2)cc1
 : -18%, 12%, 19, -2%, -19%, /

Entries above with an aryl thioether with sulfur outside any ring (two):
Order of results: AMA1-RON2 inh, Sm TGR inh, HCMV antiviral, AmpC inh no detg, AmpC detergent, Giardia FBPA inh
CCOc1ccc(NC(=O)CSc2nnc(CNC(=O)c3c(F)cccc3Cl)o2)cc1
 : /, 9%, -1, /, 12%, /
Cc1nnc(SCc2ccccc2CSc2nnc(C)s2)s1
 : -4%, 0%, 8, 5%, -5%, -4%

(next part)
Order of results: AMA1-RON2 inh, Sm TGR inh, HCMV antiviral, AmpC inh no detg, AmpC detergent, Giardia FBPA inh
CN1CCCN(Cc2ccc(Cl)cc2Cl)CC1
 : -19%, 7%, -32, 0%, -4%, 20µM*
N#Cc1cccc(NC(=O)CSc2sc3c(O)cc(=O)[nH]c3c2C#N)c1
 : -2%, -46%, -23, -38%, 2%, -10%
Fc1ccccc1N1CCN(Cc2ccc3c(c2)OCO3)CC1
 : -9%, 0%, 13, -18%, ?, ?
COc1ccccc1CNC(=S)Nc1cc(C)ccc1C
 : 1%, /, ?, -30%, 3%, 6%
CC(=O)Nc1cc(C(=O)NCc2ccco2)ccc1Sc1ccc(Cl)cc1
 : -3%[2.32 µM], -16%, -22, 0%, -8%, 1%
CC1Cc2ccccc2N1C(=O)CSc1nnc2n1C(C)(C)Cc1ccccc1-2 (stereo not drawn)
 : 14%, 0%, ?, 9%, ?, -8%
CCOc1ccc(N2C(=O)C(c3ccccc3)=C(c3nc4ccccc4s3)C2NC(C)=O)cc1 (stereo not drawn)
 : -15%, 0%, 13, -19%, 1%, -2%
O=C(CNC(=O)c1ccc(C(F)(F)F)cc1)NC1CC1
 : 4%, /, 5, -11%, /, /
CC(=O)Nc1ccc2oc(C)nc2c1
 : -15%, 9%, -20, -7%, 1%, -4%
COc1ccc([N+](=O)[O-])cc1NC(=O)CCN1CCN(c2ccccc2)CC1
 : 3%, 10%, 1, -17%, -10%, 2%
CC(C)(C)c1ccc(OCC(=O)NNC(=S)NC(=O)c2ccccc2[N+](=O)[O-])c(Br)c1
 : 1%, -1%, 1, -38%, 3%, ?
CCCCCCC(=O)Nc1nnc(CC)s1
 : -1%, 0%, 124, -5%, -2%, 8%
CCOc1cc(NC(=O)c2cccs2)c(OCC)cc1NC(=O)c1ccccn1
 : -10%, -2%, -31, -2%, -9%, 1%
O=C1CSC(c2ccncc2)N1Cc1ccc(F)cc1 (stereo not drawn)
 : 1%, -24%, 8, -12%, 4%, 1%
Cc1onc(-c2ccccc2)c1C(=O)OCC(=O)Nc1ccc(Cl)cc1
 : 16%, -3%, 6, -26%, -7%, /
Cc1c(S(=O)(=O)c2ccccn2)c(N)n(Cc2cccc(Cl)c2)c1C
 : 3%, 2µM*, 15, -8%, 7%, -8%
O=C(CCCc1nc(-c2ccccc2)no1)NC1CCCC1
 : -9%, 10%, 11, -5%, 4%, -1%
COc1ccc(C(=O)NCC2(N3CCCCC3)CCCCC2)cc1S(=O)(=O)N(C)C
 : -1%, -17%, -28, -5%, -15%, 1%
Cc1cccc(-n2ccnc2SCC(=O)Nc2nccs2)c1
 : -2%, 1%, 27, -24%, -4%, 6%
Cc1nnc(NC(=O)CCSCCC(=O)Nc2nnc(C)s2)s1
 : -14%, /, 14, -26%, 0%, -16%
Fc1ccc(-c2csc(-c3nc(-c4ccc(Br)s4)cs3)n2)cc1
 : /, 3%, -9, /, 23%, /
COc1nc(-c2cnccn2)sc1C
 : -3%, -5%, ?, -20%, 1%, 0%
CC(NC(=O)c1ccccc1NC(=O)CN1CCN(c2ccccc2O)CC1)c1ccccc1 (stereo not drawn)
 : 12%, -14%, -15, 2%, 0%, /
Cc1ccc(Nc2cc(C)nc3c(C)ccc([N+](=O)[O-])c23)cc1
 : ?, 2%, -66*, -21%, -14%, 0%
CC1Cc2ccccc2N1S(=O)(=O)c1cccc(C(=O)N2CC(=O)Nc3ccccc32)c1 (stereo not drawn)
 : 3%, -2%, ?, 16%, 6%, 1%
COC(=O)c1ccc(NC(=O)c2c(Br)cnn2C)cc1
 : 4%, 14µM*, ?, -40%, -7%, -24%
CCn1c(-c2ccc(C)cc2)n[nH]c1=S
 : 79%[activator], 2%, -32, -20%, -3%, -7%
Cc1ccc(CSCC(=O)NCCCN2CCOCC2)cc1
 : 62%[activator], 4%, 21, -11%, -6%, 11%
CCN(CCn1cccn1)Cc1nc(-c2ccc(OC)cc2)no1
 : 0%, /, 9, 8%, 4%, -3%
Cc1cccc2c1cnn2C(=O)Nc1ccc(Br)cc1F
 : -1%, -12%, 10, -8%, 3%, 2%
COc1ccc(NC(=O)Nc2nnc(C)s2)cc1
 : /, 11%, 55, /, 10%, /
COc1cccc(/C=N/NC(=O)c2ccncc2)c1OC(=O)c1ccc(Br)cc1
 : 91%[activator], -7%, /, 109%[activator], 2%, /
COc1ccc(NC(=O)CN(C)C(=O)CSc2nc3ccccc3s2)cc1
 : 0%, -1%, 14, 0%, 7%, /
CC(C)(C)NC(=O)NC(=O)COC(=O)CNC(=O)c1cc(Cl)cc([N+](=O)[O-])c1
 : -1%, -14%, -22, -7%[11.4 µM], -18%, 0%
CCO/C=C1\N=C(c2ccc(F)cc2)OC1=O
 : -3%, -3%, 10, -2%, -3%, -2%
CCc1noc(C)c1C(=O)Nc1nnc(C(CC)CC)s1
 : 4%, -13%, -15, -18%, ?, /
COc1ccccc1CNC(=O)c1ccc2[nH]c(C)c(C)c2c1
 : /, 1%, 62, /, -2%, /
CCOc1ccc(CNC(=O)Cn2nc(C)c3nn(-c4ccc(Cl)cc4)c(C)c3c2=O)cc1OC
 : /, 2%, 20, /, 18%, /
CCOC(=O)c1c(S(=O)(=O)N2CCCCC2C)c(C)n(C)c1C (stereo not drawn)
 : -2%, 5%, -39, -7%, 1%, /
O=C(O)C(Cc1ccccc1)n1c(=S)[nH]c2ccccc2c1=O (stereo not drawn)
 : 24%, -1%, 63, -13%, -16%, -6%
CC1CCCCN1C(=O)Cn1c(=O)oc2cc(S(=O)(=O)N3CCCC3)ccc21 (stereo not drawn)
 : 4%, 12%, ?, 2%, 2%, 16%
COc1ccc(COC(=O)c2ccc(Br)c(S(=O)(=O)N3CCOCC3)c2)cc1F
 : -26%, -3%, -20, 2%, -11%, /
CCOC(=O)Cc1csc(NC(=O)c2c(O)c3ccccc3n(C)c2=O)n1
 : /, ?, /, -9%, -13%, 5%
O=S(=O)(NCc1ccc2c(c1)OCO2)c1cccc2cccnc12
 : 13%, 0%, 7, -20%, -7%, 7%
CCC(=O)Nc1nc2ccc(NC(=O)COc3ccccc3)cc2s1
 : -1%, -18%, /, -11%, -9%, -3%
